# Assay outcomes deposited in PubChem by National Center for Advancing Translational Sciences (NCATS).
# IL2 activator = activators of IL-2; activation, % (series mostly up to about 46 µM); IL-2 activation reporter assay, cell-based qHTS; stimulated with anti-CD3/CD4/CD28 beads; in transgenic mouse T cells; AID 652025; 360,000 compounds, 0.065% hits; in the data active means activation above about 50%; inconclusive means mostly about 30% to 49%; further: 0% is about no effect
#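 Unstimulated transgenic mouse T cells preincubated 60 min with compound, then stimulated with anti-CD3/anti-CD4-coated beads plus anti-CD28 for 18 h at 37 degrees C. IL-2 response read as EGFP and DsRed fluorescence by plate cytometry.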
# GLP-1R agonist = agonists of human GLP-1 receptor | AID 624172 | 380,000 compounds, 0.007% hits | Potency, µM (highest dose often 45.6 µM), for inactives: at the top dose activation, hits mostly activators | HEK293 GLP-1R CRE-luciferase, luminescence, 4-6 h; cells express a hypersensitive GLP-1R form; further: potency means the concentration at half of the fitted maximal effect; % of control where 0% means no effect
# GLP1R inv ag = GLP-1 receptor (human) inverse agonism; HEK293 GLP-1R CRE-luciferase, luminescence, 24 h; GLP-1R form is constitutively active; 410,000 compounds, 1.6% hits; Potency, µM (titrated, usually from 38.3 µM), without a hit: at the top dose activity change, negative = inhibition, usual class: inhibitors; further: potency means the concentration at half of the fitted maximal effect; on the % scale 0 is the no-effect control and ±100 the full control effect; nearly all actives have a fitted effect of over 55% in size
#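 Inverse agonists were sought by their lowering of basal cAMP reporter luciferase output in HEK293 cells stably carrying constitutively active human GLP-1R, after 24 h compound treatment.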
# PLK1 PBD inh = inhibitors of human PLK1 polo-box domain binding. Plk1 PBD binding of FITC phosphopeptide, fluorescence polarization. Potency, µM, without a hit: max response, negative = inhibition, most hits filed as inhibitors. 360,000 compounds, 2.8% hits; further: potency means the concentration at half of the fitted maximal effect; series mostly up to about 57 µM; on the % scale 0 is the no-effect control and ±100 the full control effect; nearly all actives have a fitted effect of over 65% in size
# HEK293 tox = cytotoxicity in counter-screen for GLP-1R inverse agonists | HEK293 cAMP-luciferase reporter cells, luminescence, 24 h | Potency, µM (series often up to 38.3 µM), without a hit: at the highest dose activity change, negative = inhibition, actives largely listed as inhibitors | 410,000 compounds, 0.13% hits;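 further: loss of luciferase light is scored as toxicity; potency means the concentration at half of the fitted maximal effect; on the % scale 0 is the no-effect control and ±100 the full control effect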
#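 1536-well qHTS counterscreen of the MLSMR; 200 cells/uL, 12 h pre-incubation, 23 nL cpd, 24 h at 37 deg C 5% CO2, luciferase detection reagent, 12 min RT, luminescence. Inhibition = undesired.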
# EPAC1 antag = blocks human EPAC1 exchange factor. O95398. EPAC1 GEF assay, Rap1b-BODIPY-GDP exchange fluorescence. Potency, µM (doses to about 115 µM), without a hit: top-dose activity change, negative = inhibition, usual class: inhibitors. 360,000 compounds, 0.14% hits;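 further: potency means the concentration at half of the fitted maximal effect; plate controls were vehicle for no effect and positive control for full effect; nearly all actives have a fitted effect of over 50% in size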
# PTHR1 ag = PTHR1 (human) receptor agonism. 410,000 compounds, 0.075% hits. AID 743266. HEK293 GP2 PTHR1 cells, GloSensor cAMP luminescence, 1 h. Potency, µM (highest dose often 115 µM), for the others: at the highest dose activation, usual class: activators; further: potency means the concentration at half of the fitted maximal effect; nearly all actives have a fitted effect of over 55% in size; some results filed as inactive show a strong effect at the top dose; inactives centre near -15; many of its hits are not listed in these tables
# Target sequence (Q03431 whole entry, looked up): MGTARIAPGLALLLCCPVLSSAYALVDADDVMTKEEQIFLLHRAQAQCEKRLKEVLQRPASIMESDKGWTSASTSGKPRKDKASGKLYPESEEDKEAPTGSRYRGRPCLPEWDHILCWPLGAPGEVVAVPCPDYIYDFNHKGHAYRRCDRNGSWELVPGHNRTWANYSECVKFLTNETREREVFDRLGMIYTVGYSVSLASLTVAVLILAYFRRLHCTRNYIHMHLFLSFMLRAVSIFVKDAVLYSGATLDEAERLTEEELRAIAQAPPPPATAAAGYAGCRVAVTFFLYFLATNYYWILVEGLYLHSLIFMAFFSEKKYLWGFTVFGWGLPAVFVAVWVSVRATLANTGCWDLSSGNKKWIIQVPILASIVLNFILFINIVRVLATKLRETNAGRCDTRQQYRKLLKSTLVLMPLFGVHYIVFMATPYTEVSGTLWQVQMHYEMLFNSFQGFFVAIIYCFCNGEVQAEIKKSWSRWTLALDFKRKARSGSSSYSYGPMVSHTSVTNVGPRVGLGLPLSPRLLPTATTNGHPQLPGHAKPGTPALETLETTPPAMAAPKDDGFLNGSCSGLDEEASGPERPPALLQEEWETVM
#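 HEK-293-derived GP2 cells expressing PTHR1 and a GloSensor cAMP reporter, 3,000/well, plated overnight, given luciferin plus IBMX (each 0.5 mM as added) for 1 h at 37 °C, then compound for 1 h at 37 °C. Luminescence was read after 15 min at room temperature.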
# PI5P4K alpha inh = inhibitors of human PI5P4K alpha. P48426. PI5P4Kalpha enzyme, ADP-Glo luminescence, 60 min; stronger effect = lower value. max response, %. 330,000 compounds, 1.2% hits. AID 652105; active means max response of -50% or lower; inconclusive means between -30% and -50%; inactive means -30% or higher; further: value at the top dose of about 77 µM; on the % scale 0 is the no-effect control and ±100 the full control effect
# Target sequence (P48426 whole entry, looked up): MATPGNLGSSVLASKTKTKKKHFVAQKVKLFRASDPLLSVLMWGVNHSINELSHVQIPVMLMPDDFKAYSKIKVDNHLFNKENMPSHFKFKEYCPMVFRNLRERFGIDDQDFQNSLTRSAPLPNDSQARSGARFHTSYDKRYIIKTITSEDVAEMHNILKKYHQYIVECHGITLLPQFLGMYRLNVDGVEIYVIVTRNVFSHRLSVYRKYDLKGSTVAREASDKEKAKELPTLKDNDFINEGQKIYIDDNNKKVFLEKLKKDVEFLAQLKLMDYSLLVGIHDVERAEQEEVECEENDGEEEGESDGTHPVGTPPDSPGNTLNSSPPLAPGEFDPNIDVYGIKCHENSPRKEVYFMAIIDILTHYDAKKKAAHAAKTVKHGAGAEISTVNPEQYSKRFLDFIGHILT
#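 PI5P4Kalpha ADP-Glo assay; 5 microM ATP final; 60 min RT reaction; HEPES pH 7.4/EGTA/CHAPS, 5% DMSO; controls lacking substrate or enzyme; luminescent end-point.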
# EPAC1 agonist = activates human EPAC1 exchange factor. EPAC1 agonist qHTS, biochemical assay; response scale: 100% = response to 6.5 mM cAMP. Potency, µM (doses to about 154 µM), for the others: at the top dose activation, usual class: activators. 360,000 compounds, 0.073% hits; further: potency means the concentration at half of the fitted maximal effect; nearly all actives have a fitted effect of over 60% in size
#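 EPAC1 100 nM, Rap1B–BODIPY-GDP 250 nM, unlabeled GDP 50 uM; compound titration; 5 min RT; kinetic read ex480/em540 at 5-min intervals ×30 min; data normalized to 6.5 mM cAMP agonist control.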
# * marks the source's active call; other numbers are inactive results; i = inactive; ? = inconclusive; · = not tested or not shown; [ ] = remark or other dose. Unless noted, the call rests on the fitted dose curve; in most records, active means well fitted curve in the direction sought with a large enough effect; inconclusive means small, poorly fitted or top-dose-only effect, or another doubt; inactive means no such curve, though single readings can be large; an effect the other way counts as inactive or inconclusive.
item	Molecule	IL2 activator	GLP-1R agonist	GLP1R inv ag	PLK1 PBD inh	HEK293 tox	EPAC1 antag	PTHR1 ag	PI5P4K alpha inh	EPAC1 agonist
1	NCCCC[C@H]1CNC(=S)N1CC1(c2ccccc2)CC1	-0.4	5%	11%	-3%	-27%	-4%	i	2	0%
2	Cc1ccc(-n2ncc3c(SCC(=O)NNC(=O)c4ccco4)ncnc32)cc1	1.6	7%	47%[activator]	-5%	3%	-11%	i	0	-3%
3	O=C(NC1CCCCCC1)C1CCN(C(=O)Cc2ccccc2)CC1	-0.1	13%	-3%	-2%	-8%	3%	-35%[inhibitor][57.5 µM]	-1	-1%
4	Cc1ccc(C(=O)O/N=C(\N)c2ccc(Br)cc2)cc1	-3.8	-2%	-7%	-4%	-8%	11%	-23%	10	-5%
5	O=C(CCC1CCCN(C(=O)c2ccsc2)C1)NCc1ccc(F)c(F)c1 (stereo not given)	-0.4	8%	-17%	-10%	6%	-13%	i	-2	6%
6	Cc1ccc(SCC(=O)Nc2c(Br)cnn2C)cc1	-0.1	8%	-6%	-19%	1%	-20%	-68%[inhibitor]	1	7%
7	COCCN(Cc1cc2cc3c(cc2nc1Cl)OCO3)C(=O)c1cccc(C)c1	-0.4	11%	?	-7%	3%	-15%	-23%	2	0%
8	CC(Sc1ccc(Br)cc1)C(N)=O (stereo not given)	2.6	-8%	9%	-5%	-2%	0%	i	-4	0%
9	CCn1cc(CN2CCc3c([nH]c4ccccc34)C2c2cccc(OC)c2)c(C)n1 (stereo not given)	-1.6	9%	?	-2%	-17%	?	-10%	3	10%
10	Cc1cc(C)n2c(NC3CCCCC3)c(-c3ccccn3)nc2n1	0.4	-6%	0%	-12%	5%	-5%	-2%	-2	5%
11	CCOc1ccc(CN2CCC(n3nccc3NC(=O)CCCc3ccccc3)CC2)cc1	-0.2	-6%	?	-17%	5%	?	-5%	4	0%
12	COC(=O)C1Cc2c([nH]c3ccccc23)CN1 (stereo not given)	2.2	-5%	-20%	-6%	-4%	0%	i	11	3%
13	CC1CCC(Nc2nc3c(-c4ccc(Cl)cc4)nnn3c3ccccc23)CC1 (stereo not given)	·	-1%	11%	·	1%	·	-24%	·	·
14	Cn1c(N)c(C(=O)COC(=O)c2nc(Cl)ccc2Cl)c(=O)n(C)c1=O	-0.4	4%	17%	-4%	-1%	-8%	-16%	-3	11%
15	FC(F)(F)c1ccc(C2Nc3cccc4cccc(c34)N2)cc1	-1.8	-3%	-3%	-28%	-21%	9%	-23%	-5	4%
16	COCc1cc(C)nc(SCC(=O)N2CCC(C)CC2)c1C#N	-0.4	?	1%	-11%	3%	2%	-39%[inhibitor]	·	10%

# 8 compounds from above, ordered by number of heavy atoms, rising.
item	Molecule	IL2 activator	GLP-1R agonist	GLP1R inv ag	PLK1 PBD inh	HEK293 tox	EPAC1 antag	PTHR1 ag	PI5P4K alpha inh	EPAC1 agonist
8	CC(Sc1ccc(Br)cc1)C(N)=O (stereo not given)	2.6	-8%	9%	-5%	-2%	0%	i	-4	0%
6	Cc1ccc(SCC(=O)Nc2c(Br)cnn2C)cc1	-0.1	8%	-6%	-19%	1%	-20%	-68%[inhibitor]	1	7%
16	COCc1cc(C)nc(SCC(=O)N2CCC(C)CC2)c1C#N	-0.4	?	1%	-11%	3%	2%	-39%[inhibitor]	·	10%
10	Cc1cc(C)n2c(NC3CCCCC3)c(-c3ccccn3)nc2n1	0.4	-6%	0%	-12%	5%	-5%	-2%	-2	5%
14	Cn1c(N)c(C(=O)COC(=O)c2nc(Cl)ccc2Cl)c(=O)n(C)c1=O	-0.4	4%	17%	-4%	-1%	-8%	-16%	-3	11%
7	COCCN(Cc1cc2cc3c(cc2nc1Cl)OCO3)C(=O)c1cccc(C)c1	-0.4	11%	?	-7%	3%	-15%	-23%	2	0%
9	CCn1cc(CN2CCc3c([nH]c4ccccc34)C2c2cccc(OC)c2)c(C)n1 (stereo not given)	-1.6	9%	?	-2%	-17%	?	-10%	3	10%
11	CCOc1ccc(CN2CCC(n3nccc3NC(=O)CCCc3ccccc3)CC2)cc1	-0.2	-6%	?	-17%	5%	?	-5%	4	0%

# (list continues)
item	Molecule	IL2 activator	GLP-1R agonist	GLP1R inv ag	PLK1 PBD inh	HEK293 tox	EPAC1 antag	PTHR1 ag	PI5P4K alpha inh	EPAC1 agonist
17	Cc1cccc(NC(=O)CNC(=O)c2cccs2)n1	-3.0	9%	16%	-9%	1%	-15%	-6%	-3	2%
18	CC(=O)Nc1ccc(S(=O)(=O)Nc2nc3n(n2)C(c2ccccc2)CC(=O)N3)cc1 (stereo not given)	3.3	-11%	9%	-2%	4%	14%	-25%	-2	-18%
19	C=C(C)CC1N(c2cccc(OC)c2)C(=O)C2C(C(=O)O)C3C=CC21O3 (stereo not given)	8.4	0%	-1%	27µM*	-4%	-6%	-33%[inhibitor]	-2	3%
20	O=C(COC(=O)c1ccccc1NC(=O)c1ccco1)NCC1CCCCC1	1.6	-7%	0%	-1%	-12%	0%	-8%	3	0%
21	COc1cc(Cl)c(C)cc1NC(=O)CCNC(=O)c1ccco1	-3.9	7%	3%	-7%	19%	-18%	i	-27	13%
22	COc1cccc(NC(=S)N2CCN(C(c3ccccc3)c3ccccc3)CC2)c1	-1.4	-21%	10µM*	-5%	2%	-20%	i	3	4%
23	O=c1c(-c2ccc(F)cc2)coc2cc(O)ccc12	-1.5	-6%	58%	-9%	3%	13%	-19%	·	3%
24	O=C(CCNC(=O)c1ccc(Br)cc1)NNC(=O)c1ccccc1O	0.6	-2%	-8%	-6%	-1%	4%	i	1	-3%
25	COc1cccc(S(=O)(=O)N(C)C[C@@H]2OCc3cn(nn3)CCCC(=O)N([C@@H](C)CO)C[C@H]2C)c1	-3.2	11%	-2%	-16%	0%	17%	-24%	-5	15%
26	COC(=O)c1ccc(C2NC(=O)c3ccccc3O2)cc1 (stereo not given)	0.5	13%	8%	-11%	-1%	?	i	0	13%
27	O=C(NCCC1CCCCN1S(=O)(=O)c1ccc(F)cc1)C(=O)Nc1ccccc1 (stereo not given)	-0.7	-8%	?	-12%	9%	-16%	-4%	-2	-9%
28	COCCNC(=O)c1c(N)n(CCCn2ccnc2)c2nc3ccccc3nc12	-3.0	6%	10%	-13%	·	-13%	-2%[57.5 µM]	-1	5%
29	CC(=O)c1c(C)[nH]c(C(=O)OCC(=O)Nc2c(C)n(C)n(-c3ccccc3)c2=O)c1C	-2.7	15%	-19%	-5%	-10%	-3%	-1%	-1	1%
30	CC1(C)CC(=O)C2=C(C1)N(c1ccccc1)C(N)=C(C#N)C2c1cccnc1 (stereo not given)	-1.4	3%	-17%	-8%	12%	-2%	-10%	-4	-1%
31	Cc1cccc(NC(=O)CCc2nc3sc4c(c3c(=O)[nH]2)CCCC4)c1	0.3	-2%	5%	-3%	-1%	9%	-18%	1	-3%
32	Cc1ccc(O)c(NC(=O)c2cc(-c3ccco3)on2)c1	-2.4	27%	24%	-7%	?	-5%	i	-25	9%
33	C=CCn1c(SCC(=O)NCc2ccccc2)nnc1C1CCCCC1	-0.7	2%	?	1%	-2%	8%	i	9	-1%
34	COCCCNC(=S)NC(=O)c1ccc([N+](=O)[O-])cc1	-0.1	-8%	2%	-9%	-1%	-21%	i	0	-4%
35	Cc1coc2cc3oc(=O)ccc3cc12	0.7	0%	26%	-3%	20%	-1%	-12%	-10	-11%
36	COC(=O)C1=C(C)N(CCCCCC(=O)O)C(=O)NC1c1ccccc1 (stereo not given)	-0.2	1%	3%	-2%	-10%	4%	-5%	4	8%
37	Cc1c2c([n+]3n1CCC3)CC(C)(C)CC2=O	1.3	1%	6%	1%	13%	3%	-21%[57.5 µM]	·	-7%
38	Cc1onc(-c2ccccc2)c1C(=O)NC(=S)NNC(=O)c1ccc(O)cc1O	-2.9	1%	?	?	-1%	2%	i	-18	7%
39	O=C(O)CCNC(=O)/C(=C\C=C\c1ccccc1)NC(=O)c1ccccc1	-3.4	6%	1%	3%	1%	-10%	i	1	7%
40	C=C[C@@]1(C)CC(=O)[C@]2(O)[C@@]3(C)[C@@H](O)CCC(C)(C)[C@@H]3[C@H](OC(C)=O)[C@H](O)[C@@]2(C)O1	-1.1	7.9µM*	167%[activator]	-1%	-11%	-4%	?	10	-3%
41	CC1CN(C2=Nc3cccc4cccc2c34)CC(C)O1 (stereo not given)	2.2	-1%	13%	-16%	123%[activator]	-5%	i	15	-3%
42	Cc1nn(-c2ccc(C(=O)O)cc2)c2c1C(=O)CC(C)(C)C2	1.2	-2%	33%	-12%	8%	6%	-1%	2	-2%
43	O=C(c1cccs1)N1CCC(c2nc3c(nnn3Cc3cccc(Cl)c3)c(=O)[nH]2)CC1	-4.1	15%	102%[activator]	-9%	1%	4%	-29%	2	-1%
44	COc1ccccc1CNC(=O)c1cc(-c2ccccc2C)n(CC2CC(c3cccc([N+](=O)[O-])c3)=NO2)n1 (stereo not given)	-0.2	1%	-9%	-14%	5%	3%	12%	3	-5%
45	CCc1ccc(N=CC23c4ccccc4C(c4ccccc42)C2C(=O)N(c4ccc(OC)cc4)C(=O)C23)cc1 (stereo not given)	-4.5	-5%	?	-4%	?	-7%	-18%	1	-7%
46	COc1ccc(NC(=O)COc2ccc(C(=O)OCC(=O)N(C(C)C)C(C)C)cc2OC)cc1	-0.3	6%	-10%	24µM*	-2%	-22%	-19%	-7	-14%
47	COc1ccccc1C(=O)N1CCN(Cc2ccc3c(c2)OCO3)CC1	-2.7	0%	-5%	-7%	-7%	3%	-19%	-3	-3%
48	COc1ccc(-n2ncc3c2CC(C)(C)CC3NC(=O)CCn2nc(C)cc2C)cc1 (stereo not given)	2.8	-6%	?	-13%	-1%	-2%	-12%	14	-4%

# A portion of the library, so the mix of outcomes need not match the whole.
